From PubChem
ALOX12 inh: inhibitors of human 12S-lipoxygenase ALOX12 | purified 12hLO, xylenol orange hydroperoxide absorbance | Potency, µM (series often up to 108 µM), without a hit: at the highest dose activity change, negative = inhibition, hits mostly inhibitors | 580,000 tested, 1.1% active | AID 1671190; note: % is set by controls: 0 for no effect and ±100 for the full control effect
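Purified human 12hLO at 150 nM in 25 mM Hepes, 0.01% Triton X-100, pH 7.0, preincubated 15 min at room temperature with compound. Reaction started with 40 uM arachidonic acid, 30 min at room temperature. Hydroperoxide measured by Fe-xylenol orange, 573/405 nm absorbance ratio.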
Vif-A3F inh: inhibitors of Vif-A3F interaction | HeLa A3F-eYFP + Vif (tagged APOBEC3F with the HIV-1 protein that degrades it), YFP fluorescence increase | Potency, µM (titrated, usually from 46.1 µM), for inactives: top-dose activity, negative = active | 390,000 tested, 0.2% active; note: % of control where 0% means no effect; nearly all actives have a fitted effect of over 65% in size
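HeLa cells stably expressing A3F-eYFP plus Vif, plated and incubated overnight at 37 deg C, then exposed to compounds overnight at 37 deg C. Blocked degradation read as raised yellow fluorescence (Ex 488/Em 500-530).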
Vif-APOBEC3G blk: Vif-A3G binding inhibition. Q9HC16. HeLa A3G-eYFP + Vif (tagged APOBEC3G with the HIV-1 protein that degrades it), YFP fluorescence, overnight. Potency, µM (series often up to 46.1 µM), without a hit: at the top dose activity, negative = active, most hits filed as inhibitors. 410,000 tested, 0.076% active;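 note: % is set by controls: 0 for no effect and ±100 for the full control effect; nearly all actives have a fitted effect of over 60% in size; hits raise eYFP signal because A3G escapes Vif-driven loss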
Target sequence (Q9HC16 whole entry, looked up): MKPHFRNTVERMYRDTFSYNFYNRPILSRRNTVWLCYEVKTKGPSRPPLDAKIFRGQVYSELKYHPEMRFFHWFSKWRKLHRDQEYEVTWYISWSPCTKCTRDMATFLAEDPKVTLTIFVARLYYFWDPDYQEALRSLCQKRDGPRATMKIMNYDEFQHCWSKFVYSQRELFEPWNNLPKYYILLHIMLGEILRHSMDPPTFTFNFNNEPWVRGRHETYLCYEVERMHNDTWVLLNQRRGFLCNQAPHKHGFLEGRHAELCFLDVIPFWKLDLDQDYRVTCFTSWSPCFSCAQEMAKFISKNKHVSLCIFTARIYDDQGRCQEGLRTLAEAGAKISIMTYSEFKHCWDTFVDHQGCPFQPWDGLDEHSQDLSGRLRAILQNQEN
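HeLa cells stably expressing Vif and C-terminally eYFP-tagged A3G, seeded overnight at 37 deg C, then exposed to compound by pintool overnight at 37 deg C. Rise in yellow fluorescence (Ex 488/Em 500-530, Acumen) marks blocked Vif-driven A3G degradation.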
RGS4 inhibitor: human RGS4 inhibition; Transcreener GDP fluorescence polarization, RGS4-accelerated GTP hydrolysis; Potency, µM (series often up to 114 µM), for the others: at the highest dose activity change, negative = inhibition, usual class: inhibitors; 390,000 tested, 0.039% active; AID 504845; note: % is set by controls: 0 for no effect and ±100 for the full control effect; nearly all actives have a fitted effect of over 75% in size; some results filed as inactive show a strong effect at the top dose
Target sequence (P49798 whole entry, looked up): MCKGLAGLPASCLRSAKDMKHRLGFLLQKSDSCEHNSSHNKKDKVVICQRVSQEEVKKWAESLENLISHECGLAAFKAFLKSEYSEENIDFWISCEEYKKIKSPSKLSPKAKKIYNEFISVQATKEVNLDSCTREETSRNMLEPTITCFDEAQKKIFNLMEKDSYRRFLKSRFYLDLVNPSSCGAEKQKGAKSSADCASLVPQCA
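MLSMR compounds (23 nl, pin-transferred) preincubated 10 min at room temperature with a 500nM (2x) first reagent, then RGS4 at 900nM (2x) plus Transcreener GDP mix added; fluorescence polarization (620/688 nm) read before and after 90 min at 30 °C.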
rTrxR1 inhibitor: blocks rat thioredoxin reductase 1; O89049; recombinant rTrxR1, NADPH fluorescence consumption, selenite substrate; Potency, µM (series often up to 114 µM), inactives show at the highest dose activity change, negative = inhibition, most hits filed as inhibitors; 390,000 tested, 1% active; note: % is set by controls: 0 for no effect and ±100 for the full control effect; nearly all actives have a fitted effect of over 65% in size
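Rat TrxR1 (90 nM in the dispensed reagent) was pre-reduced with 400 uM NADPH for 5 min at room temperature, then incubated with compound for 15 min. After 400 uM selenite was added, NADPH fluorescence (Ex 340/Em 450 nm) was followed for 8 min.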
TrxR1 substrate: rat thioredoxin reductase 1 substrate activity | 390,000 tested, 0.01% active | Potency, µM (series often up to 114 µM), for the others: at the highest dose activity change, negative = substrate turnover | purified TrxR1 substrate turnover, NADPH consumption readout | AID 588456 | O89049; note: % is set by controls: 0 for no effect and ±100 for the full control effect; nearly all actives have a fitted effect of over 50% in size
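Rat TrxR1, dispensed at 90 nM, was prereduced with 400 uM NADPH (final) for 5 min at ~22 deg C, then incubated with compound 15 min before 400 uM selenite. A first-read NADPH fluorescence drop versus no-compound background flagged substrates.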
USP1-UAF1 inh: inhibitors of human USP1/UAF1 deubiquitinase; O94782; recombinant USP1/UAF1, Ub-Rhodamine cleavage fluorescence; 390,000 tested, 0.23% active; Potency, µM (series often up to 57.1 µM), inactives show at the top dose activity change, negative = inhibition, most hits filed as inhibitors; AID 743255; note: % is set by controls: 0 for no effect and ±100 for the full control effect; nearly all actives have a fitted effect of over 60% in size; inactives centre near -12
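High-throughput fluorogenic screen: 1nM USP1/UAF1 complex, Ub-Rho substrate 150nM final, 50mM HEPES pH 7.8 with 0.5mM EDTA, 0.1 mg/ml BSA, 1mM TCEP and 0.01% Tween-20.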
mIDH1 inhibitor: human IDH1 R132H inhibition; 390,000 tested, 0.093% active; IDH1-R132H enzyme, NADPH consumption, diaphorase/resazurin fluorescence; O75874; Potency, µM (doses to about 76.6 µM), for the others: top-dose activity change, negative = inhibition, usual class: inhibitors; AID 602179; note: % is set by controls: 0 for no effect and ±100 for the full control effect; nearly all actives have a fitted effect of over 65% in size
Target sequence (O75874 whole entry R132H, stated change not applied): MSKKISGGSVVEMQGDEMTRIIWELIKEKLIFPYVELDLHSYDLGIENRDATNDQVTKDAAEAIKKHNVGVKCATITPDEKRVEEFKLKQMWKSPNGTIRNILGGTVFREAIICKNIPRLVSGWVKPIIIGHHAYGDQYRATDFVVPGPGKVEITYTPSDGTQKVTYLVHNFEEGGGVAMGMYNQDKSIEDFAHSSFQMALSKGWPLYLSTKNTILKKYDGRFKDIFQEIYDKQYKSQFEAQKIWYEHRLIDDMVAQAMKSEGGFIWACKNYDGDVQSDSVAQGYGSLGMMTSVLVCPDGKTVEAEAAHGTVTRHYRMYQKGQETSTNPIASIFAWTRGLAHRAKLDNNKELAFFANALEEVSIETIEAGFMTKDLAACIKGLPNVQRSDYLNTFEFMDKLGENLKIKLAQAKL
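IDH1-R132H (0.5 ug/mL) preincubated 30 min with compound, then NADPH (0.016 mM) and alpha-KG (2 mM) added; 80 min at RT, pH 7.5. Remaining NADPH coupled via diaphorase/resazurin to fluorescence (540/590 nm); concentration-response curves normalized to no-enzyme control.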
RXFP1 ag: RXFP1 (human) receptor agonism; HEK293T-RXFP1 cAMP TR-FRET, 30 min; response scale: percent of porcine relaxin response, buffer zero; Potency, µM (highest dose often 57.5 µM), without a hit: at the top dose activation, hits mostly activators; 370,000 tested, 0.3% active; AID 2676; note: % is set by controls: 0 for no effect and ±100 for the full control effect; nearly all actives have a fitted effect of over 60% in size; many of its hits are not listed in these tables
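HEK293 cells stably expressing RXFP1, treated 30 min at 37C with compounds plus PDE4 inhibitor Ro 20174; cAMP measured by HTRF TR-FRET. Normalized to buffer and 29 nM porcine relaxin; EC50 by Hill fit.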
The depositor's hits bear a star; ? = inconclusive; / = no result given; & = joins results of further samples; [ ] = another dose, or the depositor's remark. Calls come from the whole dose curve; as a rule, active = well fitted curve in the direction sought with a large enough effect; inconclusive = small, poorly fitted or top-dose-only effect, or another doubt; inactive = no such curve, though single readings can be large; an effect the other way counts as inactive or inconclusive. Potency is the fitted concentration of half-maximal effect. This is a subset; rates above refer to the full screens.

Under each structure – ALOX12 inh	Vif-A3F inh	Vif-APOBEC3G blk	RGS4 inhibitor	rTrxR1 inhibitor	TrxR1 substrate	USP1-UAF1 inh	mIDH1 inhibitor	RXFP1 ag
1: Cc1c(Cl)cn2c(=O)cc(CN3CCN(c4ccccc4)CC3)nc2c1Cl
    8%	3%	0%	-17%	11%[57.1 µM]	1%[57.1 µM]	0%	2%	1.5%
2: CCOc1ccc(N2C(=O)CSC2=NC#N)cc1
    209%[activator]	3%	1%	-2%	0%	-12%	-1%	1%	0.1%
3: Cc1ccc(CNC(=O)c2cc(=O)c3cc(C)cc(C)c3o2)cc1
    ?	-1%	5%	25%	6%	-6%	-18%	3%	-0.6%
4: COc1cccc(NS(=O)(=O)c2ccc3[nH]cc(C(=O)NC(C)c4ccccc4)c(=O)c3c2)c1 (configuration not stated)
    ?	1%	-2%	-4%	41%[activator]	-2%	?	3%	4.1%
5: CCOC(=O)C1=C(C)N=c2s/c(=C/c3cccc([N+](=O)[O-])c3O)c(=O)n2C1c1cc(OC)c(OC)c(OC)c1 (configuration not stated)
    ?	-3%	4%	?	-20%	-10%	-18%	-9%	-0.3%
6: CC(=O)c1ccc(NC(=O)N[C@@H](Cc2ccccc2)C(=O)O)cc1
    5%	2%	0%	-33%	2%	-8%	-12%	0%	-2.4%
7: CCOCCc1nn2c(=O)cc(COC(=O)c3ccccc3NC(=O)c3cccs3)nc2s1
    -17%	1%	-3%	8%	-2%[57.1 µM]	0%[57.1 µM]	-8%	-18%	?
8: COc1ccccc1NC(=O)c1oc2ccccc2c1NC(=O)C(C)C
    -17%	-15%	1%	16%	16%	30%[activator]	-17%	-7%	2.0%
9: O=C(CSc1nnc2ccc(-c3ccncc3)nn12)c1cccs1
    -1%	0%	2%	-23%	-2%	-1%	-5%	-2%	13%
10: Cc1ccc(S(=O)(=O)c2nnn3c2nc(N2CCCC(C)C2)c2cc(Cl)ccc23)cc1C (configuration not stated)
    -22%	2%	1%	-3%	33%	17%	-17%	-2%	0.1%
11: CC(C)CNc1nc(S(=O)(=O)c2ccccc2)c(Cl)s1
    13%	6%	4%	0%	28%[57.1 µM]	-6%[57.1 µM]	-8%	-1%	3.4%
12: COc1cccc(CNC(=O)C2(c3cccs3)CCOCC2)c1
    0%	0%	4%	-14%	17%[57.1 µM]	-2%[57.1 µM]	-28%	6%	0.2%
13: COC(=O)C1CN(C(=O)C(C)Oc2ccc(C)c(C)c2)c2ccccc2O1 (configuration not stated)
    0%	-18%	2%	25%	10%	-8%	-13%	-1%	3.5%
14: CC(C)Oc1cccc(C(=O)C2CCCN(Cc3ccc4nonc4c3)C2)c1 (configuration not stated)
    -9%	-26%	-3%	1%	39%[activator][57.1 µM]	2%[57.1 µM]	-16%	11%	1.7%
15: CCc1ccccc1NC(=S)NCc1cccn1C
    -25%	-3%	-3%	-1%	-13%	2%	-21%	0%	22%
16: CCOC(=O)C1CCN(C(=O)c2ccc3c(=O)n4nc(Nc5cc(C)ccc5C)sc4nc3c2)CC1
    0%&-25%	7%&1%	1%&2%	21%&11%	23%	4%	-11%&-27%	10%&-3%	5.8%&6.1%
17: Cc1cccc(C)c1NC(=O)CN1C(=O)C2CC=CCC2C1=O (configuration not stated)
    371%[activator]	0%	-2%	0%	10%	7%	-11%	5%	0.7%
18: CCCCN=C1NC(=O)C(CC(=O)NCCc2ccc(OC)cc2)S1 (configuration not stated)
    -28%	1%	0%	-27%	8%	-5%	-16%	7%	0.5%
19: Cc1ccc(CCNC(=O)c2nn(C)c3c2CSc2ccccc2-3)cc1
    -3%	0%	5%	12%	22%	-2%	-2%	7%	-3.0%
20: COc1cccc(-c2noc(C3CCCN(C(=O)c4cccc(F)c4)C3)n2)c1 (configuration not stated)
    0%	1%	0%	2%	12%	2%	-15%	0%	-0.5%
21: CCOc1cc(N2CCOCC2)c(OCC)cc1NC(=O)c1ccccc1N1CCCC1=O
    4%	-2%	-2%	/	/	/	-7%	-4%	/
22: O=C(Nc1ccc(F)c(Cl)c1)N1CC=C(c2c[nH]c3ccccc23)CC1
    ?	?	?	19%	0%	-4%	?	-11%	3.1%
23: CCCN(CCC)C(=O)Cn1c(SCc2cccc(C(F)(F)F)c2)nc2cccnc21
    -13%	1%	-4%	-5%	?	-1%	-2%	-10%	0.9%
24: CN(C(=O)C1CC1)c1ccccc1
    0%	-9%	-1%	/	/	/	-12%	-3%	/
25: O=C(Nc1ccc(-c2nc3ccccc3s2)cc1)C1=COCCO1
    12%	-19%	-3%	-2%	-15%	32%[activator]	-15%	2%	1.3%
26: O=C(NC1CCCCCC1)C1c2ccccc2C(=O)N1Cc1cccnc1 (configuration not stated)
    -6%	1%	-2%	5%	14%	13%	-14%	-2%	2.7%
27: COc1ccc(NS(=O)(=O)c2cccc(C(=O)NC3CCC(O)CC3)c2)cc1 (configuration not stated)
    0%	4%	2%	42%	-4%	-4%	-8%	4%	0.8%
28: Cc1cc(NC(=O)c2ccccc2)nc2c1c(=O)oc1ccccc12
    -8%	4%	0%	-22%	22%[57.1 µM]	9%[57.1 µM]	-11%	-2%	7.7%
29: Cc1onc(-c2c(Cl)cccc2Cl)c1C(=O)NCc1ccc(S(N)(=O)=O)cc1
    29%	-5%	2%	5%	-11%	-3%	-19%	1%	-2.6%
30: CCCCCCc1cc2cc(-c3nnc(-c4cccc(Cl)c4)o3)c(=O)oc2cc1O
    -23%	?	-26%	-11%	7%	9%	?	0%	3.5%
31: O=C(Nc1cc(Cl)ccc1O)c1cc(-c2ccco2)on1
    ?	-12%	-4%	-9%	-5%	1%	-18%	5%	2.2%
32: O=C(COc1ccc(F)cc1)Nc1nc(-c2cccnc2)cs1
    -19%	2%	1%	/	/	/	-7%	-3%	/
33: CCCC(=O)N(c1ccc2oc(C)c(C(C)=O)c2c1)S(=O)(=O)c1ccc(C)cc1
    -21%	2%	-5%	5%	20%[57.1 µM]	-4%[57.1 µM]	-13%	8%	0.3%
34: Cc1ccc(S(=O)(=O)Oc2ccc3ccc(O)cc3c2)cc1
    0%	-3%	-12%	0%	29%	0%	-16%	-5%	-1.7%
35: O=C(NCCCn1ccnc1)/C(=C/c1ccc(F)cc1)NC(=O)c1ccccc1
    0%	-15%	-5%	28%	3%	3%[0.457 µM]	?	20%	0.8%
36: O=C(NCCc1ccccc1)C(=O)NCC(c1cccnc1)N1CCN(c2ccccc2F)CC1 (configuration not stated)
    -11%	1%	2%	23%	27%	3%[11.4 µM]	8%	8%	-0.1%
37: NC(=O)C1(N2CCCCC2)CCN(CC(=O)Nc2ccccc2-c2ccccc2)CC1
    2%	-6%	3%	36%	26%	11%	-14%	5%	0.1%
38: O=C(CNC(=O)c1ccco1)NCC(=O)OCc1ccc(F)cc1
    15%	8%	-3%	-17%	16%	5%	-8%	2%	1.5%
39: Cc1cc(C)c(C(=O)COC(=O)c2cc([N+](=O)[O-])ccc2N2CCOCC2)cc1C
    -7%	2%	0%	-50%	6%	2%	-3%	0%	1.4%
40: Cc1cccc(NC(=O)c2c(O)c3ccccc3[nH]c2=O)c1
    2%	13%	-1%	14%	33%[activator]	14%	-1%	0%	1.5%
41: COc1ccc(Cl)cc1NC(=O)c1c(C(=O)Nc2cccc(C)c2C)sc2nc(C)cc(=O)n12
    -75%	1%	-3%	?	15%	5%	-12%	-5%	1.0%
42: CSC1=NC(C)(C)C=C(/C=C/c2ccc(Cl)cc2Cl)N1
    ?	-6%	?	-45%	?	5%[57.1 µM]	-11%	3%	0.3%
43: Cc1ccc(C(C(=O)NCc2ccccc2)N(Cc2cccs2)C(=O)c2ccc3c(c2)OCCO3)cc1 (configuration not stated)
    3%	-1%	8%	14%[11.4 µM]	17%	-1%	-7%	0%	1.3%
44: O=c1[nH]c(-c2ccncc2)nc2ccccc12
    -27%	/	2%	-49%	0%	1%	2%	9%	2.7%
45: C#Cc1ccc([C@@H]2C=C(C(=O)NC3CC3)O[C@H](OCCCCO)C2)cc1
    0%	0%	-9%	-20%	-16%	-4%	?	-7%[38.3 µM]	-0.1%
46: Cc1ccc(C(=O)N2CCN(c3ccc([N+](=O)[O-])cc3-n3cccc3)CC2)cc1
    3%	13%	-4%	-33%	5%[57.1 µM]	1%[57.1 µM]	-10%	3%	-2.8%
47: CCOc1ccc(S(=O)(=O)Nc2cc(Cl)ccc2O)cc1
    ?	-11%	-16%	-26%	11%[57.1 µM]	4%[57.1 µM]	-2%	1%	2.4%
48: COc1ccc(CN2CCC[C@]3(N[C@H](c4ccc(OC)cc4)[C@@H]4C(=O)N(Cc5ccccc5)C(=O)[C@@H]43)C2=O)cc1
    ?	6%	2%	/	/	/	-5%	-8%	/
49: Fc1ccc(-c2ccnc3nc(N4CCN(c5ccccc5)CC4)nn23)cc1
    -30%	-14%	-1%	19%	5%	0%	-9%	2%	-1.7%
